CYP2C9 act = increases human cytochrome P450 2C9 activity. recombinant CYP2C9, luciferin-H conversion, luminescence; active compounds read high; factor 1 = untreated enzyme, 0 = blocked. activation factor at 5 µM. hit rate 1.4% among 96,000. AID 1024;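 active means activation factor of 2 or more for CYP2C9 at a 5 µM dose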;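 further: 0 = sulfaphenazole-blocked wells and 1 = vehicle-only wells; values of inactives mirror those of a sister screen read the other way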
LYP act = LYP (human) phosphatase activation. Q9Y2R2. recombinant LYP, DiFMUP fluorescence; 0 = plate median, 100 = signal doubled. activation, % at 2 µM. hit rate 0.11% among 96,000;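 active means activation at 2 µM above a set limit, the mean plus 5 SD, cut at about 37% in these data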
Pyk2 oligo antag = antagonists of human Pyk2 oligomerization. Q14289. z-score (the deposit names both 25 µM and 10 µM). hit rate 0.83% among 99,000. Q293 cells, Pyk2 FERM NanoBiT luminescence; active compounds read low. AID 1347419;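 active means Z-score of -3 or lower, scaled per plate to the spread of control and sample wells; inactive means z-score above -3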;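 further: negative z-score means lost luminescence so less FERM oligomerization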
Target sequence (Q14289 whole entry, looked up): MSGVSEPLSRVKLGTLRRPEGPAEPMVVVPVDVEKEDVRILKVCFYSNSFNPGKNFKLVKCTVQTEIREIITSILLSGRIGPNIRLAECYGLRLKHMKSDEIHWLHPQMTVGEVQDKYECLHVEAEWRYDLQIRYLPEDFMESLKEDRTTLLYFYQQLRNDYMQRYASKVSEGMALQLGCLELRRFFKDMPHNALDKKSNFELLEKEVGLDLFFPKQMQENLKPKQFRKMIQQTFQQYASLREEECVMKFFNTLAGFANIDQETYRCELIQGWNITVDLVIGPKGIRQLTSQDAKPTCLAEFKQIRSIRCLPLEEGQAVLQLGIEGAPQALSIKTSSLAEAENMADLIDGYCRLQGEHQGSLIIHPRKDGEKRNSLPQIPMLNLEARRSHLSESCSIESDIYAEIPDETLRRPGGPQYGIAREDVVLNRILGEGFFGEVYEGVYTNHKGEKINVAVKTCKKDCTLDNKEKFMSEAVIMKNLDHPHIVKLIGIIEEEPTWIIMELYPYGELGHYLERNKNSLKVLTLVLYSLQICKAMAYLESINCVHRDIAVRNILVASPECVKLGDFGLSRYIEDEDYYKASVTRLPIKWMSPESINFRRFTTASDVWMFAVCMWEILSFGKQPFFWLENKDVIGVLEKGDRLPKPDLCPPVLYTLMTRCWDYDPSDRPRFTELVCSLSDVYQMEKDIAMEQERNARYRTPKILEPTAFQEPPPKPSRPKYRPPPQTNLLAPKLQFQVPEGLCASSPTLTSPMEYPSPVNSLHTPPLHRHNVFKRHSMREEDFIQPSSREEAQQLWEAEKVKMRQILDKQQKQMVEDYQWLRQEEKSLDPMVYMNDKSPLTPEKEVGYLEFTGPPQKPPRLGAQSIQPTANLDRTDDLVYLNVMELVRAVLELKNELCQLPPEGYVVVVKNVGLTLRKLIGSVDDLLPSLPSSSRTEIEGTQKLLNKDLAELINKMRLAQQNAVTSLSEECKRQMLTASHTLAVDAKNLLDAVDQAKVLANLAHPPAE
PostGolgi ctrl = yeast control strain growth, post-Golgi counter-screen. hit rate 5% among 98,000. efflux-deficient yeast background strain, growth absorbance A615, 16 h. inhibition, % at 10 µM
Ecoli WT expand = blocks growth of wild type E. coli BW25113; growth inhibition, % at 100 µM; OD600 absorbance; hit rate 0.15% among 98,000;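 active means growth inhibition above about 50% at one test dose, limit read from the data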;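 further: growth measured after 20 h incubation at 37 °C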
DAT uptake mod = modulates human dopamine transporter uptake under cocaine | Q01959 | LLC-PK1 hDAT cells, [14C]-dopamine uptake with cocaine IC80; actives deviate in either direction | B-score at 10 µM | hit rate 1.3% among 110,000;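 active means Z score or B-score, a plate-position-corrected score, falls beyond the plate's 99.7% confidence bounds, in either direction; inactive means both scores lie inside the 99.7% bounds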;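 further: scored against the spread of the other compound wells on the same plate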
PostGolgi yeast = growth inhibition of a yeast mutant, post-Golgi transport screen; post-Golgi transport phenotypic cell assay; inhibition, % at 10 µM; AID 739; hit rate 0.9% among 98,000;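 further: yeast cells grown in 1536-well plates; yeast grown about 18 h at 30C before absorbance read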
CYP2C9 inh = blocks human cytochrome P450 2C9; P11712; CYP2C9 Supersomes, luciferin-H conversion, luminescence; inhibition, % at 5 µM; hit rate 20% among 96,000;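 active means blocking of liver enzyme CYP2C9 beyond about 50% at 5 µM, limit read from the data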; further: values of inactives mirror those of a sister screen read the other way
PTPN22 inh 2 = LYP (human) phosphatase inhibition | Q9Y2R2 | recombinant LYP catalytic domain, DiFMUP fluorescence | inhibition, % at 2 µM | hit rate 0.21% among 96,000 | AID 640;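 active means inhibition at 2 µM at or above a set limit, the screen mean plus 3 SD, cut at about 24% in these data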;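 further: 0% = DMSO with enzyme and 100% = enzyme fully blocked by orthovanadate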
An asterisk follows results filed as active; . = not tested or not shown. Unless noted, no stated cut-off is given here; in the data, active means inhibition above about 30%; inactive means the rest. Random draw from the library, and some 24% of all compounds hit somewhere here.

#1 O=C(CSc1nnc(-c2ccccn2)n1Cc1ccccc1)Nc1ccc2c(c1)OCO2
#2 O=c1oc(/C=C/c2ccco2)nc2sc3c(c12)CCC3
#3 Cn1ccnc1SCC(=O)Nc1ccc2nc(SCC(=O)NC3CC3)sc2c1
#4 O=c1c2ccccc2[nH]c(=S)n1CC1CCCO1 (centres undefined)
#5 Cc1cc(C)nc(Nc2nc(=O)c3ccccc3s2)n1
#6 CC(C)OC(=O)CSc1nc2cccnc2n1-c1ccc(F)cc1
#7 CCOC(=O)c1c(C)[nH]c(C(=O)COC(=O)c2ccc(N3CCCC3=O)cc2)c1C
#8 COc1ccc(C2C3C(=O)N(Cc4ccccc4)C(=O)C3ON2c2ccccc2)c(OC)c1OC (centres undefined)
screen / no.	1	2	3	4	5	6	7	8
CYP2C9 act	0.8	1	0.4	.	0.9	0.8	0.1	0.5
LYP act	15.4	9.3	8.9	5.0	1.2	6.9	2.6	-9.7
Pyk2 oligo antag	-1.24	0.58	.	0.69	1.01	0	1.12	0.39
PostGolgi ctrl	10.5	-1.0	13.1	.	11.1	6.0	-4.1	13.2
Ecoli WT expand	-2.0	-9.0	2.0	.	-3.0	0.0	-1.0	-12.0
DAT uptake mod	0.829	.	0.269	-0.503	0.958	0.675	0.387	.
PostGolgi yeast	7.5	-3.0	-10.5	.	11.8	-4.3	-5.8	11.8
CYP2C9 inh	15.0	2.6	62.0*	.	10.7	22.8	89.9*	48.9
PTPN22 inh 2	-16.6	-7.5	-6.2	-7.8	-4.6	-7.0	-5.9	9.1

#9 O=C(NCCN1CCOCC1)c1ccc(-c2ccccc2)cc1
#10 O=C(Nc1cccnc1Cl)c1cc(-c2ccco2)on1
#11 Cn1c(=O)[nH]c(=O)c2c1nc(Br)n2CC(O)c1ccccc1 (centres undefined)
#12 Cc1cccc(NC(=S)NC(=O)CCc2ccccc2)c1C
#13 COc1ccc(C)cc1NC(=O)CN(Cc1nnc(-c2ccc(Cl)cc2)o1)C1CCCC1
#14 COc1ccc(Nc2ncnc3sc(-c4ccccc4)cc23)cc1
#15 O=[N+]([O-])c1ccccc1NCc1ccc(Cl)cc1
#16 Cc1cccc(C)c1NC(=O)CSCC(=O)O
screen / no.	9	10	11	12	13	14	15	16
CYP2C9 act	1.1	0.6	1	0.9	0.9	1.1	0.8	1.1
LYP act	-3.0	4.9	-5.5	11.9	11.5	1.3	2.5	.
Pyk2 oligo antag	2.01	0.17	1.91	-0.07	-1.51	-1.21	.	-0.44
PostGolgi ctrl	10.8	0.3	-3.9	26.9	10.4	8.7	9.2	.
Ecoli WT expand	5.0	-6.0	5.0	4.0	-14.0	-8.0	5.0	.
DAT uptake mod	1.17	-0.836	0.085	0.0089	0.893	0.312	-0.347	-0.437
PostGolgi yeast	1.0	0.5	-14.8	-13.9	-3.7	7.9	7.1	.
CYP2C9 inh	-11.1	36.7	-1.4	7.5	9.8	-8.9	18.0	-7.2
PTPN22 inh 2	2.3	-1.4	4.9	-16.7	-13.5	2.8	1.6	.

An excerpt of these results, with bars between the fields.
nr | SMILES | CYP2C9 act | LYP act | Pyk2 oligo antag | PostGolgi ctrl | Ecoli WT expand | DAT uptake mod | PostGolgi yeast | CYP2C9 inh | PTPN22 inh 2
6 | CC(C)OC(=O)CSc1nc2cccnc2n1-c1ccc(F)cc1 | 0.8 | 6.9 | 0 | 6.0 | 0.0 | 0.675 | -4.3 | 22.8 | -7.0
7 | CCOC(=O)c1c(C)[nH]c(C(=O)COC(=O)c2ccc(N3CCCC3=O)cc2)c1C | 0.1 | 2.6 | 1.12 | -4.1 | -1.0 | 0.387 | -5.8 | 89.9* | -5.9
8 | COc1ccc(C2C3C(=O)N(Cc4ccccc4)C(=O)C3ON2c2ccccc2)c(OC)c1OC (centres undefined) | 0.5 | -9.7 | 0.39 | 13.2 | -12.0 | . | 11.8 | 48.9 | 9.1
9 | O=C(NCCN1CCOCC1)c1ccc(-c2ccccc2)cc1 | 1.1 | -3.0 | 2.01 | 10.8 | 5.0 | 1.17 | 1.0 | -11.1 | 2.3
10 | O=C(Nc1cccnc1Cl)c1cc(-c2ccco2)on1 | 0.6 | 4.9 | 0.17 | 0.3 | -6.0 | -0.836 | 0.5 | 36.7 | -1.4
11 | Cn1c(=O)[nH]c(=O)c2c1nc(Br)n2CC(O)c1ccccc1 (centres undefined) | 1 | -5.5 | 1.91 | -3.9 | 5.0 | 0.085 | -14.8 | -1.4 | 4.9
12 | Cc1cccc(NC(=S)NC(=O)CCc2ccccc2)c1C | 0.9 | 11.9 | -0.07 | 26.9 | 4.0 | 0.0089 | -13.9 | 7.5 | -16.7
13 | COc1ccc(C)cc1NC(=O)CN(Cc1nnc(-c2ccc(Cl)cc2)o1)C1CCCC1 | 0.9 | 11.5 | -1.51 | 10.4 | -14.0 | 0.893 | -3.7 | 9.8 | -13.5
14 | COc1ccc(Nc2ncnc3sc(-c4ccccc4)cc23)cc1 | 1.1 | 1.3 | -1.21 | 8.7 | -8.0 | 0.312 | 7.9 | -8.9 | 2.8
15 | O=[N+]([O-])c1ccccc1NCc1ccc(Cl)cc1 | 0.8 | 2.5 | . | 9.2 | 5.0 | -0.347 | 7.1 | 18.0 | 1.6
16 | Cc1cccc(C)c1NC(=O)CSCC(=O)O | 1.1 | . | -0.44 | . | . | -0.437 | . | -7.2 | .

Next results follow.
#17 CN(C)CCNC(=O)c1cc2c(s1)-c1ccccc1OC2
#18 O=C(Nc1ccc(-c2nc3ccc(NC(=O)c4cccs4)cc3[nH]2)cc1)c1cccs1
#19 Cc1nn(-c2ccccc2)c2sc(C(=O)OC3CCOC3=O)cc12 (centres undefined)
#20 O=C(O)C1CC=CCC1C(=O)Nc1cccc(Cl)c1Cl (centres undefined)
#21 CC1(C)Cc2ccccc2C(N/N=C/c2cccc(F)c2)=N1
#22 COc1ccc(C(C#N)Nc2ccccc2OC)cc1 (centres undefined)
#23 CC(C)Nc1c(N)c(=O)oc2ccccc12
#24 O=C(Nc1cc(C(F)(F)F)ccc1N1CCOCC1)c1ccc2ccccc2n1
screen / no.	17	18	19	20	21	22	23	24
CYP2C9 act	1	0.8	0.3	1	0.8	1.2	0.7	0.4
LYP act	-7.4	-31.5	1.6	1.2	-4.7	-6.5	3.1	-11.8
Pyk2 oligo antag	.	-0.48	-0.54	.	0.22	0.88	0.78	-1.16
PostGolgi ctrl	-1.4	-1.1	-1.7	7.4	5.0	1.0	-5.3	6.2
Ecoli WT expand	1.0	-8.0	0.0	-4.0	0.0	1.0	1.0	-3.0
DAT uptake mod	-0.559	-0.018	.	-0.0058	1.95	-1.04	-0.0666	-0.57
PostGolgi yeast	4.4	5.5	-2.0	-0.5	-3.4	-1.7	-10.8	4.2
CYP2C9 inh	3.3	21.2	68.1*	1.1	24.1	-23.9	27.0	59.6*
PTPN22 inh 2	4.8	28.8*	-5.9	-4.2	9.4	4.9	-3.5	12.4

#25 Cn1nnnc1SCc1nnc(-c2ccc(Cl)cc2)o1
#26 CCC(CC)C(=O)NCCc1ccc(OC)cc1
#27 CC(C)Cn1c(NCCO)nc2ccccc21
#28 COc1ccc(CN2C3CCCC2CC(NC(=O)Nc2ccccc2)C3)cc1 (centres undefined)
#29 O=C(NCCN1CCN(c2ccccc2F)CC1)c1cccn2c(=O)c3ccccc3nc12
#30 CCOC(=O)c1sc(NC(=O)c2ccccc2OC)nc1C
screen / no.	25	26	27	28	29	30
CYP2C9 act	0.9	0.4	0.8	.	0.4	0.8
LYP act	4.1	-0.1	25.0	1.9	3.9	29.1
Pyk2 oligo antag	0	0.42	0.33	1.08	0.71	.
PostGolgi ctrl	8.5	12.4	3.0	.	14.2	41.8*
Ecoli WT expand	10.0	-1.0	6.0	.	0.0	-5.0
DAT uptake mod	-0.792	0.00139	0.193	0.649	-0.14	-0.551
PostGolgi yeast	-11.9	-2.6	-6.8	.	3.5	-1.6
CYP2C9 inh	13.5	58.8*	20.3	.	57.3*	20.6
PTPN22 inh 2	-6.7	2.7	-24.6	-1.4	-4.5	-32.0

High-throughput results deposited in PubChem BioAssay by several laboratories.
